HTR2A ag = agonists of mouse serotonin 5-HT2A receptor (HTR2A); activation, % at 7.6 µM; CHO-K1 mHTR2A beta-arrestin complementation, luminescence; percent of 30 µM serotonin response; 360,000 tested, 0.66% active; P35363;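 active means activation above a run cutoff, the mean activation of all tested compounds plus 3 SD, cut at about 14% in these data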;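 further: 0% = plate median of compound wells and 100% = 30 µM serotonin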
Target sequence (P35363 whole entry, looked up): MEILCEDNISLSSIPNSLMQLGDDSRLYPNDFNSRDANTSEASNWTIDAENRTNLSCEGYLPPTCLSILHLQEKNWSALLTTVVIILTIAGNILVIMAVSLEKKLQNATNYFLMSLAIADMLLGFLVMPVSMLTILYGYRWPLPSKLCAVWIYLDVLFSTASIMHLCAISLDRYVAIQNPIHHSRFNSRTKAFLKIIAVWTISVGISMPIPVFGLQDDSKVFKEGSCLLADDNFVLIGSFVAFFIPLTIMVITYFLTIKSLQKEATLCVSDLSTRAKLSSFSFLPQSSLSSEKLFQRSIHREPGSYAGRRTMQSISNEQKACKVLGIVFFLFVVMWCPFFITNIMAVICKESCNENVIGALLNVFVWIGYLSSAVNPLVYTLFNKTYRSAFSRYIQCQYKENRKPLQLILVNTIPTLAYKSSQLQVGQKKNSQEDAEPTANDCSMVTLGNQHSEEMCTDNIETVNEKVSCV
Cardio protect = protects H9c2 cardiomyocytes from peroxide injury. H2O2 injury protection, ATPLite, 2 h. 360,000 tested, 0.63% active. protection from H2O2 cell death, % at 20 µM;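 active means compounds giving at least 50% protection of heart cells from peroxide-induced death in the single-dose screen, raw or plate-pattern-corrected value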;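 further: 0% = DMSO wells with peroxide and 100% = DMSO wells without peroxide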
PDI turbidity = blocks human protein disulfide isomerase activity; PDI insulin aggregation turbidity, A650, 90 min; inhibition, % at 10 µM; 350,000 tested, 0.052% active; AID 588391;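 active means mean inhibition across replicates of 30% or more, whatever share of single replicates reach that level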;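 further: absorbance from insulin aggregation driven by PDI reduction with DTT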
Target sequence (P07237 whole entry, looked up): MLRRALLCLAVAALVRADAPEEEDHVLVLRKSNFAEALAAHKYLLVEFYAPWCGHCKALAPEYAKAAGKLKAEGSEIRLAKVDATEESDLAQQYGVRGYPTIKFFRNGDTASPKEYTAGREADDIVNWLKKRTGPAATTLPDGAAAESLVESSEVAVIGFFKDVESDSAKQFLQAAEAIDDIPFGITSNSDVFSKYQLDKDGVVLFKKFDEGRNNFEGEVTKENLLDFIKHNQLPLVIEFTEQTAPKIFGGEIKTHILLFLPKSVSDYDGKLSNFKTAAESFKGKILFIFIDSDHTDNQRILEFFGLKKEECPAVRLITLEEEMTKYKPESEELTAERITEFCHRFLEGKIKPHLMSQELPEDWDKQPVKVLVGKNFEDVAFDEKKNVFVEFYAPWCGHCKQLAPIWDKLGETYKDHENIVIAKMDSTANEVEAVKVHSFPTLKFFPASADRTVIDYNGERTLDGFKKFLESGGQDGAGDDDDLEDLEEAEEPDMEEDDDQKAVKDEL
aDG glyco act = increases alpha dystroglycan glycosylation; 360,000 tested, 0.22% active; Pro5-aDG cells, alpha-DG glycosylation AlphaScreen (IIH6); 0% Pro5, 100% B10-LARGE cell signal; AID 624168; activation, % at 10 µM;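 active means activation of at least 8% versus controls, or a plate z-score of at least 8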;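 further: Pro5 are CHO cells carrying HIG-tagged alpha-DG that lacks glycosylation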
Vif inh = inhibitors of HIV Vif; HEK293T cells, Vif self-association by quenched fluorescence, imaging, 24 h; inhibition, % at 7.49 µM; 340,000 tested, 0.35% active; in the data active means inhibition above about 50%, passing the limit was not always enough; further: some results filed as inactive read as strong as hits
ABCB6 inh MLPCN = blocks the human ABCB6 transporter. 360,000 tested, 0.19% active. fluorescence ratio to DMSO, % at 10 µM. Q9NP58. AID 602162. K562-ABCB6 porphyrin accumulation, flow cytometry, 1 h; stronger effect = lower value;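 active means fluorescence ratio to DMSO below 75%, the collection mean minus 3 SD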;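 further: signal is porphyrin accumulated inside mitochondria; 100% equals median channel fluorescence of DMSO control wells; lower ratio means ABCB6 inhibition with less porphyrin fluorescence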
N-glyco inh = blocks N-linked glycosylation in D54 reporter cells; D54 ERlucT glycosylation luciferase reporter, 24 h; percent of 100 nM tunicamycin response; reporter increase, % at 12.5 µM; 360,000 tested, 0.23% active; AID 588692;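 active means mean luciferase reporter signal, scaled so untreated is 0 and the glycosylation-blocking control 100, at or above a set limit in every replicate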;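 further: luciferase carries N-glycosylation sites so blocking glycosylation raises the light; 0% = median of neutral control wells and 100% = median of 100 nM tunicamycin wells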
Granule exo inh = lytic granule exocytosis inhibition. TALL-104 LAMP-1 surface exposure, flow cytometry; cells stimulated with thapsigargin and PMA. inhibition, % at 10 µM. 360,000 tested, 0.66% active. AID 651702;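 active means inhibition above about 55%, limit read from the data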
CaV13 ICDI inh = Disruptors of the CACNA1D IQ motif to Ca2+-dependent inactivation inhibitor domain association, primary screening, Förster resonance energy transfer in intact living …; inhibition, % at 12.3 µM; 340,000 tested, 0.098% active; AID 743397; HEK cells, CFP/YFP FRET ICDI-IQ, plate reader, 10 min; percent FRET-ratio fall versus neutral wells;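 active means mean replicate inhibition of at least 30% and at least 1% of replicates passing that level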;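 further: 0% = median of the neutral control wells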
hiPSC survival = enhancers of human iPSC single-cell survival | hiPSC single-cell survival, ATPlite luminescence; 100% = ROCK inhibitor wells, 0% = DMSO | survival enhancement, % at 20 µM | 360,000 tested, 0.044% active; in the data active means survival enhancement above about 18%;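 further: cells exposed to compounds for 16 hours before the ATP read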
Numbers without * were called inactive; · = no result given.

Values run as follows: HTR2A ag	Cardio protect	PDI turbidity	aDG glyco act	Vif inh	ABCB6 inh MLPCN	N-glyco inh	Granule exo inh	CaV13 ICDI inh	hiPSC survival
COc1cc(/C=C/c2noc(-c3ccccc3O)n2)cc(OC)c1OC
  0	1	-10	0.3	4	99	1	-1	-6	-1.5
CC(C)c1ccc(C(=O)N2CCCC(c3cc(C(=O)Nc4ccccc4Cl)no3)C2)cc1 (configuration not stated)
  -2	-17	-7	0.3	-10	97	-1	11	-4	1.1
Cc1ccc2cc(CCNC(=O)C(C)C)c(=O)[nH]c2c1
  -3	17	-11	-0.1	13	106	1	-4	-7	-1.5
Cc1cc(C)nc(SCC(=O)Nc2ccc3c(c2)OCO3)n1
  -6	1	2	-0.3	-4	97	0	-6	-5	1.0
O=C(Nc1ccccc1C(=O)O)c1ccc(NC(=O)C2CCCCC2)cc1
  3	-5	8	-0.1	·	100	-1	3	-5	0.3
c1ccc(C[C@H]2CNCCN2CCc2cccc3ccccc23)cc1
  -5	10	7	0.1	3	98	1	-4	-11	-4.2
Cc1ccc(S(=O)(=O)c2nc(S(C)(=O)=O)sc2NCc2ccc3c(c2)OCO3)cc1
  -2	11	5	0.1	-3	100	-1	-4	-15	-1.2
COC(=O)c1ccc(Nc2cc(C)nc3ncnn23)cc1
  10	3	7	-0.1	4	89	5	-4	-4	-2.0
O=C(/C=C/c1cccs1)N1CCCCC1
  -1	7	5	-0.1	0	93	0	2	-5	0.1
O=C(c1cccc(S(=O)(=O)N2CCCc3ccccc32)c1)N1CCN(c2ccccc2)CC1
  -10	2	3	0.0	-2	101	-3	9	-6	6.9
Cc1ccc(CC2C(=O)N(c3ccc(F)cc3)C(=O)C2C)cc1 (configuration not stated)
  0	-1	20	0.0	0	102	-1	0	-2	-0.4
COC1C(C)=C(C)C(=O)N1Cc1ccccc1 (configuration not stated)
  0	5	-3	0.0	-3	95	0	2	-2	-0.6
CCOc1cc(/C=N/O)ccc1OCc1ccc(F)cc1
  -2	-6	0	0.3	10	96	-2	-4	-3	-0.8
CC(Oc1ccc(Cl)cc1)C(=O)NNC(=S)NC(=O)c1ccco1 (configuration not stated)
  -3	9	4	0.5	2	99	3	-4	-4	1.5
Nc1nnc(CSc2ccc(Cl)cc2)s1
  3	-6	-5	0.0	-20	103	0	-1	·	-1.5
CCOC(=O)CCc1c(C)c(C#N)c2nc3ccccc3n2c1-n1cnc2ccccc21
  2	1	2	-0.1	-1	93	1	-1	-7	-0.5
Cc1ccc2nc(NC(=O)c3cccs3)sc2c1
  0	-24	2	-0.2	·	94	-17	2	-4	-5.3
CN(C)S(=O)(=O)c1cc(NC(=O)[C@H](Cc2ccccc2)N2C(=O)c3ccccc3C2=O)ccc1Cl
  -4	-3	-8	0.1	-5	97	1	6	-3	2.3
CCCn1nc(NC(=O)c2cccs2)c2cc3cccc(C)c3nc21
  -4	3	0	0.4	12	103	1	1	-4	0.5
O=C(Cn1cncn1)NCc1ccccc1Br
  -3	4	-4	-0.1	-3	98	1	-1	-5	-1.5
O=C1CSc2ccc(C(=O)NCC(c3ccco3)N3CCCCC3)cc2N1 (configuration not stated)
  -2	8	-1	-0.3	-2	98	-1	-1	2	-2.5
COc1ccc(CCNCc2ccccc2N2CCCC2)cc1
  11	-7	-2	0.2	·	101	-1	40	-3	0.2
CCOc1ncccc1C(=O)Nc1cc(S(=O)(=O)N2CCOCC2)ccc1OCC(F)(F)F
  4	-3	-6	-0.3	29	96	5	4	-10	2.8
O=C(Nc1cc(S(=O)(=O)N2CCCCC2)ccc1Cl)c1ccc(F)cc1
  -7	1	8	0.1	·	97	-3	-7	-3	-2.6
CCCCOCCCNC(=O)c1ccc(OCC)cc1
  0	1	1	-0.1	3	93	-1	1	0	1.2
CCCCNC(=O)CS(=O)Cc1nc(-c2ccc(C)cc2)oc1C (configuration not stated)
  -2	1	·	-0.2	-5	97	5	0	-3	-3.5
Cc1ccc(C(=O)N2CC(=O)Nc3ccc(F)cc3C2c2ccc(F)cc2)cc1 (configuration not stated)
  0	3	-7	-0.1	-10	98	-1	3	-2	1.7
COc1ccc2c([N+](=O)[O-])c(N3CCCC3)[nH]c2c1
  6	7	-5	-0.1	6	100	3	17	7	0.0
Cc1cc(/C=C2\C(=N)N3N=C(c4ccco4)SC3=NC2=O)c(C)n1Cc1ccccc1
  2	-3	-4	-0.2	-1	96	1	1	-3	-0.2
COC(=O)c1cc(NC(=O)Cn2c(=O)cnc3ccccc32)cc(C(=O)OC)c1
  2	-6	3	-0.4	0	98	0	3	-5	-1.8
CCN(CC)CCn1c(=S)[nH]c2cc(C(=O)NCCc3ccc(OC)c(OC)c3)ccc2c1=O
  1	7	1	0.0	·	99	2	1	-6	2.0
COc1cccc(S(=O)(=O)N2C[C@H](O)COC[C@H]3O[C@@H](CC(=O)N4CCN(C)CC4)CC[C@@H]32)c1
  4	·	·	0.0	·	·	·	-10	-4	·
CC(C)C(c1nnnn1C1CCCC1)N1CCCCC1 (configuration not stated)
  -3	-8	-7	-0.2	1	103	-2	0	-4	-2.7
Cc1ccc2c(c1)N(C(=O)CCC(=O)NCCN1CCOCC1)CC(C)O2 (configuration not stated)
  1	0	·	0.0	3	94	2	-6	-6	-3.1
CN(CC(O)COc1ccc(S(=O)(=O)N2CCOCC2)cc1Cl)C1CCCCC1 (configuration not stated)
  -1	-3	3	0.0	0	92	-4	-1	-8	-0.4
Cc1ccccc1C(=O)OC(C)CN1CCN(C)CC1 (configuration not stated)
  -7	1	1	0.2	-4	100	0	-2	-6	1.0
N#Cc1nc(-c2cccs2)oc1NCCN1CCOCC1
  9	15	4	0.4	-6	100	3	7	-4	-0.1
CC[C@]12c3[nH]c4ccccc4c3CCN1C(=O)C(CC(=O)NCCCN(C)C)C[C@@H]2C(=O)N1CCN(C(=O)c2ccco2)CC1 (some centres not stated)
  -1	5	2	0.0	-6	102	2	0	-4	3.0
O=[N+]([O-])c1ccc(NN=Cc2cccc(O)c2)nc1
  0	3	-30	-0.2	-7	94	-4	-3	-8	0.5
Cc1ccc2[nH]c(=O)c(CN(Cc3cccnc3)Cc3nnnn3CC3CCCO3)cc2c1 (configuration not stated)
  -3	1	9	0.0	-7	91	2	3	1	-0.3
CN(C)CC(C)(C)CNS(=O)(=O)c1ccc(Cl)cc1
  -3	1	3	0.4	-4	101	0	0	4	-0.5
O=C(COC(=O)c1ccc(F)c(S(=O)(=O)N2CCOCC2)c1)Nc1ccc(Cl)cn1
  2	-4	5	-0.2	-13	91	2	-1	-5	1.9
CCOC(=O)C(C)Oc1nc(Oc2ccccc2)nc(N(C)C)n1 (configuration not stated)
  -5	2	3	0.0	-25	102	0	-2	·	-0.7
O=S(=O)(N/N=C\c1ccccc1O)c1ccc(Cl)cc1
  -3	-2	-3	-0.5	-8	96	7	3	-5	0.2
COc1cccc(CNC(=O)c2cccnc2Sc2ccc(Cl)cc2)c1
  0	0	2	-0.1	8	96	-1	-13	-6	0.3
Cc1ccc(F)c(NC(=O)C2CCCCC2C(=O)O)c1 (configuration not stated)
  1	5	2	0.0	-3	100	3	2	-9	0.0
N#Cc1ccccc1OCC(=O)NNC(=O)c1ccncc1
  -7	8	8	0.2	-2	95	-1	-2	-5	-0.3
Cc1cccc(C)c1NC(=O)C(c1ccc([N+](=O)[O-])cc1)N(C)C(=O)c1ccccn1 (configuration not stated)
  -3	5	-12	-0.1	-4	99	1	-1	-5	0.2
Cc1cccc(C)c1NC(=O)C(c1cc2ccccc2o1)N1CCN(C)CC1 (configuration not stated)
  1	·	·	-0.2	·	·	·	-5	-16	·
O=C(CCCNC(=O)c1ccc(Cl)cc1)Nc1ccccc1F
  1	-2	1	0.1	15	98	1	-5	-3	0.8
CCN(CC)C(=O)Cn1cc(C(=O)C(=O)NCc2cccs2)c2ccccc21
  3	2	1	0.0	-1	98	0	1	·	-0.2
O=C(c1ccco1)N1N=C(c2cccs2)CC1c1ccccc1O (configuration not stated)
  -4	7	2	-0.3	·	99	·	4	-5	-0.4
COc1nccc(Nc2ccccc2)c1C#N
  -7	0	0	-0.3	5	101	0	4	·	0.2
COc1ccc(CCNC(=O)c2cc3c(=O)n4cccc(C)c4nc3n(CCCN3CCOCC3)c2=N)cc1
  -3	35	-5	0.6	11	91	0	17	-9	-0.7
CC1CCN(Cc2ccc(-c3nnn(CC(=O)NC4CCCCC4)n3)cc2)CC1
  -3	-4	-6	0.3	5	97	-3	1	-5	-0.5
Nc1nc2ncc(C(=O)c3cc(Cl)cc(Cl)c3O)cc2s1
  9	0	-2	-0.1	-4	93	2	-2	-7	-0.2
O=C(O)c1ccccc1OCCOc1ccccc1C(=O)O
  9	2	-7	0.2	20	97	1	-2	2	-0.5
Cc1ccc(Cc2nnc3n(-c4cccc(C)c4)nc(C(=O)c4ccccc4)n3c2=O)cc1
  -1	0	-1	-0.4	-14	88	0	0	-5	-1.3
O=C(Nc1cccc(Oc2ccccc2)c1)C1Cc2c(-c3ccccc3)ccnc2O1 (configuration not stated)
  -2	0	-2	0.2	-9	93	-3	-2	-5	-3.3
O=C(C1CCC(CNc2c(N3CCCC3)c(=O)c2=O)CC1)N1CCc2ccccc21 (configuration not stated)
  -3	6	-2	0.0	-4	93	5	-8	-1	1.6

Remaining list, next part.
Values run as follows: HTR2A ag	Cardio protect	PDI turbidity	aDG glyco act	Vif inh	ABCB6 inh MLPCN	N-glyco inh	Granule exo inh	CaV13 ICDI inh	hiPSC survival
N#C/C(=C(/O)COC(=O)CCc1ccc(S(=O)(=O)N2CCOCC2)cc1)c1nc2ccccc2[nH]1
  -2	0	-25	0.4	·	113	9	-2	·	7.9
CNc1snc(C)c1C(=O)OCC(=O)N(C)c1ccccc1
  5	0	9	0.1	18	96	0	1	-2	-0.3
O=c1c(Cc2ccc(F)cc2)c(O)ccn1CCc1ccccn1
  2	-9	0	-0.3	-1	108	-1	-2	11	0.7
CCOC(=O)Cn1c(C)c(C#N)c2ccccc21
  6	10	3	0.0	-22	96	-3	1	-4	-1.1
CC1C(=O)N(Cc2cn(CCC3OCCO3)nn2)CCS(=O)(=O)N1Cc1ccc(-c2ccncc2)cc1 (configuration not stated)
  0	21	-1	-0.1	-1	102	2	-4	-6	-0.6
CC1CCCC(NC(=O)C2CCC(CNc3c(N4CCCC4)c(=O)c3=O)CC2)C1C (configuration not stated)
  -2	-4	-6	-0.1	-4	106	1	0	4	0.9
Cc1cc(NC(=O)c2cc([N+](=O)[O-])cc([N+](=O)[O-])c2)n(-c2ccccc2)n1
  -2	-12	1	0.4	-3	101	3	7	-6	3.0

Three compounds already listed, arranged by SMILES length, highest first:
Values run as follows: HTR2A ag	Cardio protect	PDI turbidity	aDG glyco act	Vif inh	ABCB6 inh MLPCN	N-glyco inh	Granule exo inh	CaV13 ICDI inh	hiPSC survival
N#C/C(=C(/O)COC(=O)CCc1ccc(S(=O)(=O)N2CCOCC2)cc1)c1nc2ccccc2[nH]1
  -2	0	-25	0.4	·	113	9	-2	·	7.9
CC1C(=O)N(Cc2cn(CCC3OCCO3)nn2)CCS(=O)(=O)N1Cc1ccc(-c2ccncc2)cc1 (configuration not stated)
  0	21	-1	-0.1	-1	102	2	-4	-6	-0.6
CC1CCCC(NC(=O)C2CCC(CNc3c(N4CCCC4)c(=O)c3=O)CC2)C1C (configuration not stated)
  -2	-4	-6	-0.1	-4	106	1	0	4	0.9

Assay outcomes as filed in PubChem BioAssay.
